esBAF inh = Bmi1 luciferase reporter increase in mESCs, primary screen, esBAF inhibitor project, mouse ES cells, Bmi1 luciferase knock-in, single point; 24 h; 100% = twice the neutral-well signal; reporter increase, % at 12.5 µM; 350,000 compounds, 2% hits; AID 602393, 2012; in the data active = activation above about 40%; inconclusive = no clear call, values can overlap the other calls;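 note: 0% = median of the plate's neutral control wells and 100% = double that signal; a rise in the Bmi1 reporter signal indicates esBAF inhibition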
SIRT5 block = SIRT5 desuccinylase inhibitors, primary screen, biochemical, fluorescence imaging, single point, set 5. inhibition, % at 15 µM. NAD-dependent protein deacylase sirtuin-5, mitochondrial (Homo sapiens), Q9NXA8. 330,000 compounds, 1.1% hits. Purified SirT5, succinyl-peptide AMC, trypsin-coupled fluorescence; in the data active = inhibition above about 15%; inconclusive = no clear call, values can overlap the other calls
Target sequence (Q9NXA8 whole entry, looked up): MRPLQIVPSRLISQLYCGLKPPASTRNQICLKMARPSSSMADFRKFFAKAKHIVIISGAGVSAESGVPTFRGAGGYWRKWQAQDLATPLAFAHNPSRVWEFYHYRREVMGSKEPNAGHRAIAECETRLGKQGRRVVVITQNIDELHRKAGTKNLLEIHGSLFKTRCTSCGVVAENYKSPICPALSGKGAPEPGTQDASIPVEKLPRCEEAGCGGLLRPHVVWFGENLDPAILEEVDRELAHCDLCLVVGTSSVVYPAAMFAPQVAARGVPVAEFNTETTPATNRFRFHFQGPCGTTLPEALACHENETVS
ERp5 inh = inhibitors of ERp5-driven insulin aggregation, primary screen, biochemical, turbidity, absorbance 650 nm, single point | Protein disulfide-isomerase A6 (Homo sapiens), Q15084 | 90 min | inhibition, % at 9.99 µM | 350,000 compounds, 0.05% hits | AID 651711, 2012;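 active = mean replicate inhibition above about 25%, with every replicate also reaching it, limit read from the data, passing the limit was not always enough; inconclusive = only one of those two criteria met; inactive = neither criterion met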
Target sequence (Q15084 whole entry, looked up): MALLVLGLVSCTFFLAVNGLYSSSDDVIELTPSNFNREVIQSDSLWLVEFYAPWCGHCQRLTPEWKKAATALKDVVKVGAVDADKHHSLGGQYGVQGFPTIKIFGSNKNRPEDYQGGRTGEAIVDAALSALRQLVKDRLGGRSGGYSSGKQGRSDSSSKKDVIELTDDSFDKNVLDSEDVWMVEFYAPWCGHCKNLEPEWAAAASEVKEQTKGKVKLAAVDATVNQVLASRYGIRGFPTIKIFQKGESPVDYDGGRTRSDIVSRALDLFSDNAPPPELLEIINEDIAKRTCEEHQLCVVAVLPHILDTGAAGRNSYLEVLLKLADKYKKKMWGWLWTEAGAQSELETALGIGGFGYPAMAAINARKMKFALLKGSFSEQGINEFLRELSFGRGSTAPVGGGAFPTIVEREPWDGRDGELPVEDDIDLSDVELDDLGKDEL
miR-122 sensor = miR-122 Renilla sensor signal increase in Huh7, primary screen, miR-122 inhibitor project, cell-based, single point, plate reader; Huh7 miR-122 Renilla luciferase sensor, 48 h; neutral wells = 0, positive control = 100; activation (reporter increase), % at 12.5 µM; 340,000 compounds, 0.3% hits; AID 602342, 2012;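 active = mean replicate activation score at least 90 and every replicate individually at or above 90; inconclusive = only one of the two criteria met; inactive = neither criterion met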;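 note: higher luciferase means less miR-122 activity so hits act as miR-122 inhibitors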
Cneo AK release = Cryptococcus neoformans cell lysis inducers, primary screen, AK release luminescence, single concentration. C. neoformans lysis, adenylate kinase release luminescence, 4 h; normalised: neutral wells 0, clomiphene wells 100. lysis activity, % at 15 µM. 360,000 compounds, 0.2% hits. AID 651654, 2012;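 active = mean lysis activity across replicates of at least 80%, whatever share of replicates individually reach that level; inactive = mean lysis activity below 80%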
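Test system: log-phase Cryptococcus neoformans yeast cells; Quantity: yeast cell density of 5 × 10^6 cells/mL; Buffer or medium: YPD; Doses: single compound concentration per well; Timing: 4 h at 37 °C static, read 1 h later; Measured by: AK luminescence; Read-out basis: lysis from increased AK signal; Control set: Clomiphene as positive control.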
ARNT TACC3 PPI = disruptors of ARNT/TACC3 protein interaction, primary screen, biochemical, AlphaScreen, single concentration; Transforming acidic coiled-coil-containing protein 3 (Homo sapiens), Q9Y6A5; AlphaScreen His-ARNT PAS-B/GST-TACC3 binding, luminescence; TACC3 fragment carries E629A point mutation; inhibition, % at 9.99 µM; 390,000 compounds, 0.66% hits; AID 623870, 2012;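 active = mean inhibition of replicates at least 50% and at least half of replicates each reaching 50%; inconclusive = half or more replicates reach 50% but mean below 50%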;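 note: 0% = complete ARNT plus TACC3 wells and 100% = ARNT alone without TACC3; many hits fall short of the cut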
C2C12 statin = suppressors of statin myotoxicity in C2C12 myotubes, primary screen, cell-based, single point, plate reader. C2C12 myotubes + simvastatin, ATP luminescence, 48 h; scaled: DMSO 0, geranylgeraniol control 100. rescue of ATP level, % at 7.49 µM. 330,000 compounds, 0.78% hits. AID 602340, 2012;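 active = mean ATP rescue above about 67%, or every replicate alone reaching that limit, limit read from the data, passing the limit was not always enough; inconclusive = no clear call, values can overlap the other calls; inactive = mean under the limit and some replicate under it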;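 note: myotubes were challenged with 10 µM simvastatin during compound exposure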
Active calls of the source: *; ? = inconclusive; / = no result given; & = joins results of further samples; [ ] = dose if it differs, or a comment.

SMILES	esBAF inh	SIRT5 block	ERp5 inh	miR-122 sensor	Cneo AK release	ARNT TACC3 PPI	C2C12 statin
CCOc1ccc(CCNC(=O)COC(=O)c2ccccc2O)cc1OCC	-13	1	0	-3	0	-2	1
O=C(C[C@@H]1CC[C@H]2[C@@H](COC[C@H](O)CN2C(=O)c2ccccc2F)O1)N1CCN(c2ccccc2)CC1	5	2	-2	-1[16.7 µM]	10	11	2
CCOC(=O)C1(C)CCN1C(=O)c1cc(F)ccc1C (configuration not stated)	-2	-2	2	-2	-1	/	6
Cc1cc(OCc2nn[nH]n2)c2c(C)c(CC(=O)O)c(=O)oc2c1	1	/	/	7	0	3	-1
COc1ccc(CCN(C(=O)/C=C/C(=O)O)C2CC(=O)N(c3ccccc3)C2=O)cc1 (configuration not stated)	/	5	-1	-10	/	6	/
O=C(NC1CCCC1)C(c1cccnc1)N(C(=O)c1csnn1)c1ccc(F)cc1 (configuration not stated)	-4	-1	-2	/	2	-6	-9
Cn1c(CNC(=O)c2ccc(Cl)c(Cl)c2)nnc1SCC(=O)Nc1sc2c(c1C#N)CCCC2	-5	/	/	-9	3	-22	-9
Cc1ccc(C(F)(F)F)cc1NC(N)=S	/	0	-3	/	/	1	/
COc1ccccc1/C=C/C(=O)Nc1cccc(S(=O)(=O)NC2=NCCCCC2)c1	/	1	-2	/	/	-18	/
O=C(NC1CCCCNC1=O)c1ccco1 (configuration not stated)	/	-5	-3	/	/	-4	/
C[C@H]1CN([C@@H](C)CO)C(=O)c2cc(NC(=O)Nc3ccc(F)cc3)ccc2O[C@H]1CN(C)S(=O)(=O)c1ccc(Cl)cc1	6	1	2	19[16.7 µM]	-9	2	12
C=CCc1cccc(CNc2nc3ccccc3n2C)c1O	14	-3	-8	1	-1	3	-11
O=C(NCCC1=CCCCC1)C1CCN(S(=O)(=O)N2CCCC2)CC1	4	-6	0	-3	6	0	22
CCCCCC(=O)N1CCN(CCN=CC2=C(O)CC(c3ccc(OC)c(OC)c3)CC2=O)CC1 (configuration not stated)	6&-2	-2	5	-1	-1	-25&-5	1&4
O=C(c1ccc(Cn2cc([N+](=O)[O-])cn2)o1)N1CCCC1	/	-1	0	-3	-1	0	/
O=C1CC(c2ccc(Cl)cc2)n2nc(NS(=O)(=O)c3ccc(F)cc3)nc2N1 (configuration not stated)	-5	/	/	-4	5	-9	12
CCC(C)[C@H]1CN=C(N)N1CCc1cc(C(F)(F)F)cc(C(F)(F)F)c1 (some centres not stated)	3	0	1	-10	11	-1	-36
COCCNC(=O)C(C)Oc1ccc(Cl)cc1Cl (configuration not stated)	-3	-2	-4	0	-1	-4	-15
COc1ccc(NC(=O)COCC(=O)Nc2ccc(C)cc2)cc1	-9	-1	-11	1	0	3	4
Cc1cc([N+](=O)[O-])nn1CC(=O)NCCCN1CCOCC1	14	0	2	-4	0	0	15
COc1cc2cc(CN(CCN3CCOCC3)C(=O)Nc3ccc(F)cc3)c(=O)[nH]c2cc1OC	1	/	-1	-4	13	2	5
Nc1nc(CCl)nc(Nc2cccc3ccccc23)n1	/	-1	10	-2	0	/	/
O=[N+]([O-])c1cccnc1Oc1ccc(OCc2ccccc2)cc1	?	-2	4	/	-1	-3	-14
CCCCS(=O)c1snnc1C (configuration not stated)	/	-1	-5	/	/	-6	/
C[C@H]1CCCCO[C@H](CN(C)S(=O)(=O)c2cccs2)[C@@H](C)CN([C@@H](C)CO)C(=O)c2cc(NC(=O)CCC(F)(F)F)ccc2O1	1	4	1	13[16.7 µM]	-1	-10	/
CCOC(=O)CNC(=S)NN(C)C	-7	-5	4	11	1	-5	17
CCCNC(=O)Nc1ccc2c(c1)OC[C@@H](C)N(C)C[C@H](C)[C@H](OC)CN(C)C2=O	2	-3	1	1[16.7 µM]	3	2	-13
O=C(CNc1ccc(Br)cc1)c1ccccc1	29	/	/	1	11	2	/
CCCCOc1ccc(-c2nnn(C(C)(C)C(=O)OC)n2)cc1	35	/	/	-5	-3	-14	-8
C[C@@H]1CCCCO[C@H](CN(C)C(=O)NC2CCCCC2)[C@H](C)CN([C@@H](C)CO)C(=O)c2cc(NC(=O)Nc3cccc4ccccc34)ccc2O1	2	7	-3	-11[16.7 µM]	-1	15	?

Given with two lines to a compound: 4 of the compounds above.
Every second line gives: esBAF inh | SIRT5 block | ERp5 inh | miR-122 sensor | Cneo AK release | ARNT TACC3 PPI | C2C12 statin
- CCCNC(=O)Nc1ccc2c(c1)OC[C@@H](C)N(C)C[C@H](C)[C@H](OC)CN(C)C2=O
→ 2 | -3 | 1 | 1[16.7 µM] | 3 | 2 | -13
- O=C(CNc1ccc(Br)cc1)c1ccccc1
→ 29 | / | / | 1 | 11 | 2 | /
- CCCCOc1ccc(-c2nnn(C(C)(C)C(=O)OC)n2)cc1
→ 35 | / | / | -5 | -3 | -14 | -8
- C[C@@H]1CCCCO[C@H](CN(C)C(=O)NC2CCCCC2)[C@H](C)CN([C@@H](C)CO)C(=O)c2cc(NC(=O)Nc3cccc4ccccc34)ccc2O1
→ 2 | 7 | -3 | -11[16.7 µM] | -1 | 15 | ?

(more compounds)
SMILES	esBAF inh	SIRT5 block	ERp5 inh	miR-122 sensor	Cneo AK release	ARNT TACC3 PPI	C2C12 statin
Cc1cc(NC2CCCCC2)nc(NCc2ccccc2)n1	/	-1	3	/	-10	2	/
COc1cc(C(=O)COC(=O)C2CCN(c3ccc(C(F)(F)F)cn3)CC2)ccc1OC(F)F	7	-8	4	-11	2	-4	-8
COC(=O)c1cc(Br)c(=O)n(-c2ccc(F)cc2)c1	-8	/	/	-10	0	-1	/
N#C/C(=N\Nc1ccc(Cl)cc1)C(=O)c1ccsc1	/	-1	-3	2	2	4	/
C[C@H](CO)N1C[C@H](C)[C@@H](CN(C)C(=O)Nc2ccc3c(c2)OCO3)Oc2c(NC(=O)C3CCCCC3)cccc2C1=O	8&8	0&8	-3&-2	9[16.7 µM]	-2&-1	-2&2	12&-7
CN(C)Cc1c(O)ccc2c(=O)c(-c3ccccc3Cl)c(C(F)(F)F)oc12	-3	5	-1	12	-1	21	1
COc1cc(/C=C2\SC(N)=NC2=O)cc(Cl)c1O	-3	3	-1	-10	-5	6	-11
O=C1NCC(c2ccccc2)C1C(=O)N/N=C\c1ccc(-c2cccc(Cl)c2Cl)o1 (configuration not stated)	/	/	/	-6	1	-2	/
Cc1c(NC(=O)c2cc(-c3ccc(Br)cc3)on2)c(=O)n(-c2ccccc2)n1C	2	-2	0	-1	-1	2	-17
C=CCOC(=O)C1=C(C)N=c2s/c(=C3\C(=O)N(CC(=O)O)c4ccccc43)c(=O)n2C1c1ccc(OC)cc1 (configuration not stated)	1	8	4	-5	4	-2	-21
Cc1ccc(S(=O)(=O)N[C@@H]2CC[C@H](CCNC(=O)C3CC3)O[C@@H]2CO)cc1	-6	5	-2	/	-6	-1	-3
O=[N+]([O-])c1cccc(NC(=S)NCCc2ccccc2)c1	/	1	-1	/	/	12	/
CN(CC(=O)NC1CCCCCC1)S(=O)(=O)c1ccc(Br)cc1	-1	0	6	-3	-2	/	0
Cc1nc(C)c(CCNC(=O)c2ccccc2)s1	-7	1	9	-7	-1	/	1
CCC1=C(OC(=O)N(CC)CC)N2C(=O)OC(=NCCc3c[nH]c4ccccc34)[C@]2(Cc2ccccc2)[C@H]2C1=CC[C@H]1C(=O)N(c3ccccc3)C(=O)[C@H]12	-5	/	/	/	-2	1	12
Cc1nc(NCCc2ccccc2)sc1C(=O)N(C)C	41*	-3	3	/	0	-1	4
O=C(CC(=O)N/N=C/c1c(F)cccc1Cl)NCCc1ccccc1	-6	-1	-1	4	8	-7	5
COCCCNC(=O)c1cc2c(=O)n3cccc(C)c3nc2n(C(C)C)c1=N	12	/	/	3	0	-4	11
COc1cccc(-n2sc3c(c2=S)-c2cc(OC)ccc2NC3(C)C)c1	-6	/	/	7	0	15	/
COc1ccc(N(C(=O)c2ccncc2)S(=O)(=O)c2ccc(OC)c(OC)c2)cc1	-3	/	7	17	1	/	11
CCOC(=O)c1c(C)[nH]c(C)c1S(=O)(=O)NCc1ccccc1C	-11	1	1	/	-2	14	-1
C=CCc1cccc(/C=N/NC(=O)C(=O)Nc2ccc(C)cc2)c1O	/	-2	-1	-4	/	/	/
CO[C@@H]1CC[C@H]2CCN(C)C(=O)CCCN(C)C(=O)c3cc(C#N)ccc3OC[C@@H]1O2	-2	-1	-5	/	1	-6	14
Cc1ccc(-c2cc(C(=O)NCCCN3CCOCC3)no2)cc1	-73	/	/	-3	1	-21	8
CCOC(=O)C1(CCOc2ccccc2)CCN(CC=C(C)C)CC1	15	-5	2	/	-1	6	-6
CCOCCCNc1ncc2c(n1)CC(c1ccc(C)cc1)CC2=O (configuration not stated)	-3	/	/	7	13	-10	-12
O=C(Nc1cccc(F)c1)N[C@H]1CC[C@@H](CCn2cc(Cc3ccccc3)nn2)O[C@@H]1CO	-5	3	6	/	0	5	-6
CCCN1[C@@H]2Cn3c(ccc(C4=CCCC4)c3=O)[C@H]1[C@@H](C(=O)NCc1ccccn1)[C@@H]2CO	-6	2	0	11[16.7 µM]	2	25	9
CCc1ccccc1NC(=O)CCc1nc(-c2cccs2)no1	2	-3	3	33	/	-1	1
CCCCN(C(=S)Nc1ccc(F)cc1)c1c(N)n(CCC)c(=O)[nH]c1=O	/	-4	-5	/	/	4	/
Cc1sc2ncn(CC(=O)NCCCC(=O)N3CCC(C)CC3)c(=O)c2c1C	-13	4	6	-2	2	-3	-4
CCCCn1c(N)c(N(CC(C)C)C(=O)c2cnccn2)c(=O)[nH]c1=O	/	0	-3	-4	-1	-12	-13
O=C(Cc1ccccc1)NCC(=O)N1CCc2ccccc2C1	9	-3	6	-3	-1	0	1
O=c1ccn(-c2ccccc2)[nH]1	1	-3	-6	-15	-1	0	-6
C[C@@H]1CCCCO[C@H](CN(C)Cc2ccc3c(c2)OCO3)[C@H](C)CN([C@@H](C)CO)C(=O)c2cc(NC(=O)c3ccncc3)ccc2O1	-12	6	0	33[16.7 µM]	6	/	/
O=C(C[C@@H]1CC[C@H]2[C@@H](COC[C@@H](O)CN2Cc2ccc(Cl)cc2)O1)NCc1cccc(F)c1	-7	1	3	6[16.7 µM]	104*	-5	35
COc1ccc(-c2nc3c4ccccc4ccn3c2CN2CCCCC2)cc1OC	25	-1	2	1	-3	4	-2
Cc1cc(NC(=O)C(C)SCC(=O)O)no1 (configuration not stated)	/	/	3	-1	/	2	/
COc1ccc(-c2[nH]ncc2CN2CCC(O)(c3ccc(Cl)cc3)CC2)cc1	/	-1	2	-20	3	0	/
Cc1ccc(-c2noc(=O)n2CC(=O)Nc2ccc(S(=O)(=O)NC3CC3)cc2)cc1	-4	-9	-1	14	1	-1	15
CC1CCCN(c2c([N+](=O)[O-])c(=O)oc3ccccc23)C1 (configuration not stated)	-2	/	/	4	/	-1	-5
COc1ccc(S(=O)(=O)Nc2ccc3c(c2)C(=O)N([C@@H](C)CO)C[C@@H](C)[C@H](CN(C)Cc2ccc(C(F)(F)F)cc2)OCCCC[C@@H](C)O3)cc1	-2	17*	-1	-13[16.7 µM]	25	-1	/
CCN(CCCNC(=O)CNC(=O)Cn1cnc2ccccc2c1=O)c1ccccc1	0	/	/	-2	0	-4	-8
C=C(C)CNC(=S)N/N=C(\C)c1ccc(OC)cc1	/	-3	0	8	5	11	/
CC1CCCN(S(=O)(=O)c2ccc3[nH]c(=O)cc(C(=O)NCCCN4CCCCCC4)c3c2)C1 (configuration not stated)	0	/	-1	-1	-2	/	5

Screens (PubChem BioAssay)
